Screens as filed in PubChem BioAssay.
DT40 TDP1 no CPT: qHTS for Inhibitors of human tyrosyl-DNA phosphodiesterase 1 (TDP1): qHTS in cells in absence of CPT. DT40 Tdp1-/- hTDP1 cells, no CPT, ATP luminescence, 48 h. Potency, µM (series often up to 46.2 µM), inactives show top-dose activity change, negative = growth inhibition, hits mostly inhibitors. actives 15% (n = 420,000). AID 686978, 2013; further: nearly all actives have a fitted effect of over 55% in size
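DT40 Tdp1-/-;hTDP1 cells, no CPT (DMSO vehicle only), 400 cells/well; compounds pin-transferred; ≥48 hr, 37 °C; CellTiter-Glo 30 min RT dark, luminescence read.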
TDP1 block: TDP1 (human) enzyme inhibition; Q9NUW8; recombinant TDP1, AlphaScreen DNA substrate cleavage; Potency, µM (doses to about 130 µM), inactives show at the highest dose activity change, negative = inhibition, actives largely listed as inhibitors; actives 0.28% (n = 350,000); AID 485290; further: nearly all actives have a fitted effect of over 40% in size
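AlphaScreen read-out: signal falls as enzyme removes the 3' tyrosine-FITC from a 5'-biotinylated DNA oligo (15 nM, 5 min, RT). Enzyme was E. coli-made recombinant Tdp1 at 1 nM, exposed to compound for 15 min beforehand; beads 10 ug/ml, 10 min.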
GCN5L2 inh: blocks human GCN5L2 histone acetyltransferase; Q92830; Potency, µM (doses to about 58.9 µM), for inactives: at the highest dose activity change, negative = inhibition, most hits filed as inhibitors; actives 0.21% (n = 390,000); AID 504327; GCN5L2 HAT assay, ThioGlo1 CoA-SH fluorescence
Target sequence (Q92830 whole entry, looked up): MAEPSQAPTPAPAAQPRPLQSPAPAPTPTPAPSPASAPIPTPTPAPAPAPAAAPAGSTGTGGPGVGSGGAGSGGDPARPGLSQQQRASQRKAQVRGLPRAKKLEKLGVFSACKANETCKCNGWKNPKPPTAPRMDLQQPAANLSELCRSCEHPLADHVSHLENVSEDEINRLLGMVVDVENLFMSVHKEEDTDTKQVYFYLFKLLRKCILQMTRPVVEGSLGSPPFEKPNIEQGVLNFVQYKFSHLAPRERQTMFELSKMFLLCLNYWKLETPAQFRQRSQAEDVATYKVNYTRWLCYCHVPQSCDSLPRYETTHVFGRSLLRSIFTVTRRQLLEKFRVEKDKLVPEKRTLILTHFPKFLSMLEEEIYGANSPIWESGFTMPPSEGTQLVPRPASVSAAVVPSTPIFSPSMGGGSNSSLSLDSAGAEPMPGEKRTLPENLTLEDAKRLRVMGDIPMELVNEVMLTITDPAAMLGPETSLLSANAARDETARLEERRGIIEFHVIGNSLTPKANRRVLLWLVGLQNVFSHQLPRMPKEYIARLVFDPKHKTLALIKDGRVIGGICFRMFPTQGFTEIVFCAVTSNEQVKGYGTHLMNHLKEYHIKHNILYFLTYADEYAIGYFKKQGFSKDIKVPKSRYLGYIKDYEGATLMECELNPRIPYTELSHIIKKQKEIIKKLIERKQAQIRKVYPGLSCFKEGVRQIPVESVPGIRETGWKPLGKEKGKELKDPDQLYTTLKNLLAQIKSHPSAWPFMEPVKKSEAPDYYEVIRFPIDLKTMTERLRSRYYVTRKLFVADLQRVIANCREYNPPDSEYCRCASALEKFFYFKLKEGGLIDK
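GCN5L2 (20nM final) in 50mM HEPES, 0.1mM EDTA pH 7.5, 0.01% Tween-20 was preincubated 15 min at room temperature with compound, then given ThioGlo1 (50uM), H3(1-25) peptide (75uM) and acetyl-CoA (70uM); CoA-thiol fluorescence (Ex340/Em540) was read at 0 and 20 min.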
* hit, by the source's call; ? = inconclusive; nt = no result given; & = joins results of further samples; [ ] = remark or other dose. The call rests on the fitted dose curve; in most records, active means well fitted curve in the direction sought with a large enough effect; inconclusive means small, poorly fitted or top-dose-only effect, or another doubt; inactive means no such curve, though single readings can be large; an effect the other way counts as inactive or inconclusive. On the % scale 0 is the no-effect control and ±100 the full control effect; potency means the concentration at half of the fitted maximal effect. Not all compounds are listed; rates above refer to the full screens.

item | canonical_smiles | DT40 TDP1 no CPT | GCN5L2 inh | TDP1 block
1 | CCOc1ccc(C2c3[nH]c4ccccc4c3CCN2C(=O)CSCc2ccc(F)cc2)cc1 (stereo unspecified) | ? | 0% | 8%
2 | COc1ccc(Cc2nc3c4cnn(-c5ccccc5F)c4ncn3n2)cc1 | ? | 2% | 4%
3 | COc1cccc(C(=O)NC(Cc2ccccc2)c2ccc3c(c2)OCCCO3)c1 (stereo unspecified) | ? | -3% | 1%
4 | CCOc1ccc(NC(=O)C2CCC(CNS(=O)(=O)c3ccc(Br)s3)CC2)cc1 (stereo unspecified) | ? | 0% | 2%
5 | CC(C)Cc1ccc(CN2CCCC(NC(=O)Cn3cnnn3)C2)cc1 (stereo unspecified) | -64% | -18% | 6%
6 | CCS(=O)(=O)N1CC(=O)N(c2cccc(Cl)c2)C(C)(C(=O)NC2CCCCCC2)C1 (stereo unspecified) | 6% | 5% | 3%
7 | Cc1c(C(=O)N/N=C/c2cccs2)nnn1-c1nonc1N | -3% | 1% | 4%
8 | CC(=O)c1ccc(OCC(O)CN2CCN(CC(O)COc3ccc(C(C)=O)cc3)CC2)cc1 (stereo unspecified) | -29% | -3% | -2%
9 | CC(=O)c1cccc(NC(=O)N2CC(C)OC(C)C2)c1 (stereo unspecified) | 11% | 2% | 3%[56.1 µM]
10 | Cc1ccc(/C=N\Nc2nc3ccc(Cl)cc3[nH]2)o1 | 21µM* | -1% | 6%
11 | COc1ccc(/C=N/NC(=O)c2ccc3nc[nH]c3c2)cc1OC | 5% | -4% | ?
12 | COc1ccc(C2CC(=O)c3cc(-c4nc(-c5cccc([N+](=O)[O-])c5)cs4)c(=O)n(-c4ccc(C)c(C)c4)c3C2)cc1 (stereo unspecified) | 0% | 1% | 0%
13 | Cn1c(=O)c2c(nc(Br)n2CCSc2ncccn2)n(C)c1=O | -19% | -2% | 0%
14 | Cc1ccccc1C(=O)N1CCCCC1CCN1CCCCC1 (stereo unspecified) | -18% | -2% | 5%
15 | CC(C)(C)c1ccc(NC(=O)CSc2nnc3scc(-c4ccccc4)n23)cc1 | ? | -9% | nt
16 | CCCC1=Nc2cc(C(=O)NC(C)c3ccccc3)ccc2Sc2ccc(C)cc21 (stereo unspecified) | ? | -12% | 8%
17 | COc1ccc(C2=Nn3c(nnc3-c3ccccn3)SC2)cc1OC | -23% | -13% | 1%
18 | CCC1CCCCN1C(=O)Cn1c(=O)oc2ccccc21 (stereo unspecified) | 2% | 2% | 3%
19 | C=CCC1c2cccc(C(=O)O)c2C(=O)N1c1cccc(C)c1 (stereo unspecified) | 10% | 0% | 2%
20 | CCCCNC(=O)Cn1nc(Cc2ccncc2)c2ccccc2c1=O | -2% | 25% | nt
21 | CC1=N/C(=C\c2ccc([N+](=O)[O-])cc2)C(=O)N1c1cc(Cl)ccc1C | 9.2µM* | -8% | -2%
22 | CCCCC/C=C\C[C@H](O)/C=C/c1cccc(C[C@H](O)CCCCO)n1 | -6% | -2% | -5%
23 | CCN(CC)c1ccc(NC(=O)C2COc3ccc(OC)cc3C2)c(C)c1 (stereo unspecified) | 1µM* | 12% | 4%
24 | COc1cccc(Nc2ccc(C(=O)O)cc2[N+](=O)[O-])c1 | 2% | 8% | 4%
25 | O=C(Nc1nc2cc3c(cc2s1)OCCO3)c1ccncc1 | 23µM* | -11% | 5%
26 | Cn1c(=O)c2c(nc(CN3CCN(c4ccccc4F)CC3)n2Cc2ccc(F)cc2)n(C)c1=O | 10µM* | -2% | 7%
27 | COc1cccc(CC(=O)OCC(=O)NCCc2ccc(F)cc2)c1 | 13% | -7% | 0%
28 | Cc1ccc(-c2noc(COc3ccccc3C)n2)cc1 | ? | -15% | nt
29 | Cc1c(Cl)cccc1NC(=O)CNC(=O)c1ccccc1F | -29% | 27% | 3%
30 | CCNc1nc(NCC)nc(-n2nc(C)cc2C)n1 | 2.6µM* | 2% | 0%

Numbers 10–23, reprinted for reference:
item | canonical_smiles | DT40 TDP1 no CPT | GCN5L2 inh | TDP1 block
10 | Cc1ccc(/C=N\Nc2nc3ccc(Cl)cc3[nH]2)o1 | 21µM* | -1% | 6%
11 | COc1ccc(/C=N/NC(=O)c2ccc3nc[nH]c3c2)cc1OC | 5% | -4% | ?
12 | COc1ccc(C2CC(=O)c3cc(-c4nc(-c5cccc([N+](=O)[O-])c5)cs4)c(=O)n(-c4ccc(C)c(C)c4)c3C2)cc1 (stereo unspecified) | 0% | 1% | 0%
13 | Cn1c(=O)c2c(nc(Br)n2CCSc2ncccn2)n(C)c1=O | -19% | -2% | 0%
14 | Cc1ccccc1C(=O)N1CCCCC1CCN1CCCCC1 (stereo unspecified) | -18% | -2% | 5%
15 | CC(C)(C)c1ccc(NC(=O)CSc2nnc3scc(-c4ccccc4)n23)cc1 | ? | -9% | nt
16 | CCCC1=Nc2cc(C(=O)NC(C)c3ccccc3)ccc2Sc2ccc(C)cc21 (stereo unspecified) | ? | -12% | 8%
17 | COc1ccc(C2=Nn3c(nnc3-c3ccccn3)SC2)cc1OC | -23% | -13% | 1%
18 | CCC1CCCCN1C(=O)Cn1c(=O)oc2ccccc21 (stereo unspecified) | 2% | 2% | 3%
19 | C=CCC1c2cccc(C(=O)O)c2C(=O)N1c1cccc(C)c1 (stereo unspecified) | 10% | 0% | 2%
20 | CCCCNC(=O)Cn1nc(Cc2ccncc2)c2ccccc2c1=O | -2% | 25% | nt
21 | CC1=N/C(=C\c2ccc([N+](=O)[O-])cc2)C(=O)N1c1cc(Cl)ccc1C | 9.2µM* | -8% | -2%
22 | CCCCC/C=C\C[C@H](O)/C=C/c1cccc(C[C@H](O)CCCCO)n1 | -6% | -2% | -5%
23 | CCN(CC)c1ccc(NC(=O)C2COc3ccc(OC)cc3C2)c(C)c1 (stereo unspecified) | 1µM* | 12% | 4%

Next compounds follow:
item | canonical_smiles | DT40 TDP1 no CPT | GCN5L2 inh | TDP1 block
31 | Cc1cccc(N(CC(=O)NC2CCCC2)C(=O)CCC(=O)Nc2cc(C)on2)c1 | -20% | -3% | -6%
32 | COCCCNC(=O)CCc1ccccc1 | -8% | -10% | 0%
33 | CCCOc1ccc(/C=N/NC(=O)CN(c2ccc(OCC)cc2)S(C)(=O)=O)cc1 | -15% | 16% | nt
34 | O=C(NCCc1csc2nc(-c3ccccc3F)nn12)C(=O)Nc1cc(F)ccc1F | -6% | 3% | 1%
35 | O=C(NC12CC3CC(CC(C3)C1)C2)C12CC3CC(C1)CC(n1cnc(Cl)n1)(C3)C2 | 16µM* | 23% | 1%
36 | CC(=O)N1CCSc2ccc(S(=O)(=O)N3CCC(C)CC3)cc21 | 15µM* | 5% | 4%
37 | S=c1[nH]c2ccc3ccccc3c2[nH]1 | -5% | 35%[activator] | 1%
38 | COc1ccc(/C=N/NC(=O)c2cnccn2)cc1O | -4% | -8% | -2%
39 | NC(=O)c1nsc(C(=O)N(CC(=O)NCc2ccco2)c2ccccc2F)c1N | ? | -4% | 0%
40 | COc1ccc(CCNC(=O)CN(c2ccccc2)S(=O)(=O)N(C)C)cc1OC | -9% | -4% | 2%
41 | O=S(=O)(NCCn1cccc1)c1ccc2ccccc2c1 | -4% | -1% | 11%
42 | Cn1ccnc1C(OC(=O)c1ccc(Cl)cc1)C(F)(F)F (stereo unspecified) | ? | -3% | nt
43 | COc1ccc(/C=N/OCC(=O)NCc2cccs2)c(OC)c1 | -18% | 4% | -3%
44 | CCc1nnc(NC(=O)Cn2ccc(C(F)(F)F)n2)s1 | -1% | -1% | 2%
45 | COc1cccc(OCC(=O)NNC(=O)C(=O)Nc2cccc(C)c2)c1 | -8% | 0% | 4%
46 | Cc1ccc(C)c(S(=O)(=O)C(C#N)c2nc3ccccc3nc2N2CCCC2)c1 (stereo unspecified) | 0% | -10% | 12%
47 | COc1ccc(-c2cn3cccc(C)c3n2)cc1Br | -20% | -6% | 5%
48 | COC(=O)[C@@H](NC(=O)NC(C)CCc1ccccc1)C(C)C (stereo partly specified) | 0% | 3% | 1%
49 | CC(=O)c1c(C)[nH]c(C(=O)COC(=O)c2c(C)noc2C)c1C | ? | 1% | 2%
50 | CCOc1ccc(NC(=O)c2ccc(Cn3nc(C)cc3C)o2)cc1 | ? | -2% | 7%[56.1 µM]
51 | CN(C)C(CNC(=O)c1cc(S(=O)(=O)N(C)Cc2ccccc2)ccc1Cl)c1ccco1 (stereo unspecified) | 12µM* | -4% | nt
52 | Cc1cc(C)n2c(SCC(=O)NCc3ccco3)nnc2n1 | 2% | 1% | 4%
53 | CC(C)(C)n1nnnc1C(c1cccc(C(F)(F)F)c1)N1CCC(O)CC1 (stereo unspecified) | -16% | -4% | 3%
54 | CCOc1ccccc1N1CCN(C(=O)c2ccc(NS(=O)(=O)c3ccc4[nH]c(=O)[nH]c4c3)cc2)CC1 | -6% | -8% | -11%[0.505 µM]
55 | COc1ccc(C(=O)Nc2ccc(NC(=O)c3ccccn3)cn2)cc1 | -20% | -6% | 0%
56 | COc1ccc(CNC(=O)c2cccc(S(=O)(=O)N3CCCCC3)c2)cc1OC | ? | 0% | -5%
57 | O=[N+]([O-])c1ccc(N2CCc3ccccc3C2)cc1 | 18µM* | -15% | nt
58 | CC(=O)Nc1ccc(S(=O)(=O)Oc2ccccc2N2CCCCC2)cc1 | ? | 2% | nt
59 | O=C(Cn1c2ccccc2c(=O)c2ccccc21)N/N=C/c1cc([N+](=O)[O-])ccc1N1CCCCCC1 | -2% | 21% | -11%
60 | COc1ccc(C(=O)N2CCc3ccccc32)cc1 | -26% | -6% | -1%[56.1 µM]

Additional compounds:
item | canonical_smiles | DT40 TDP1 no CPT | GCN5L2 inh | TDP1 block
61 | COc1ccccc1CCC(=O)NNC(=O)c1cccs1 | -18% | -5% | 0%
62 | COc1ccccc1C(=O)COC(=O)C1CCN(S(=O)(=O)c2ccc(C)c(C)c2)CC1 | ? | -7% | -11%
63 | O=c1c(-c2ccccc2)nc2cnc(Nc3ccccc3)nc2n1Cc1cccs1 | 19% | -16% | nt
64 | O=C(CN1CCN(Cc2ccc(Cl)cc2)CC1)N1CCc2ccccc21 | ? | -6% | 8%
65 | Cc1cc(C)c(OCCCON2C(=O)CCC2=O)c(Br)c1 | 4% | -9% | -3%
66 | Cc1ccc(C2=Nc3ccc(Br)cc3C(c3ccncc3)=NN2)cc1 | -28% | 4% | -5%
67 | COC(=O)CC1SC(=O)NC1=Nc1ccc(O)cc1 (stereo unspecified) | -8% | -13% | 2%
68 | COc1ccc(C(C(=O)NCc2ccccc2)N(Cc2ccco2)C(=O)c2cnccn2)cc1 (stereo unspecified) | ? | -6% | 6%
69 | CCS(=O)(=O)N1CCc2cc(C(=O)NCCc3ccc(OC)c(OC)c3)ccc21 | -13% | -2% | 3%
70 | CCn1c(=O)c(=O)[nH]c2c(=O)oc3ccc(S(=O)(=O)Nc4ccccc4)cc3c21 | 13% | -10% | 1%
71 | Cc1ccc(OCC(=O)N(C)CCc2ccccn2)cc1 | 4% | 1% | -7%
72 | COc1ccc(NC(=O)c2cc3ccccc3o2)c(OC)c1 | ? | 4% | 2%
73 | CCCN1C(=O)CN(C2CCCCCC2)C(=O)C1c1ccc(C)cc1 (stereo unspecified) | ? | 23% | -2%
74 | CC(NC(=O)C(c1ccccc1)c1ccccc1)c1ccc(S(N)(=O)=O)cc1 (stereo unspecified) | -9% | -6% | nt
75 | COc1ccc(Cl)cc1C(=O)Nn1cnnc1 | -4% | -6% | nt
76 | COc1ccc(N2C(=O)NC(NS(=O)(=O)c3ccc(Cl)cc3)(C(F)(F)F)C2=O)cc1 (stereo unspecified) | -20% | -1%&10% | -6%&-5%
77 | CC1=C(C(=O)Nc2ccccc2)C(c2cccs2)n2nc(SCc3ccccc3)nc2N1 (stereo unspecified) | ? | -1% | 3%
78 | COc1ccc(NC(=O)C/C(C)=N/NC(=O)C(=O)NC(C)C)c(OC)c1 | 33%[activator] | 2% | 0%
79 | C=CCn1c(SCC(=O)NC23CC4CC(CC(C4)C2)C3)nc2cc(C(=O)O)ccc2c1=O | -1% | -6% | 6%
80 | COCC(=O)N1CCC2(CCN(Cc3ccc(C#N)cc3)CC2)CC1 | -13% | -4% | nt
81 | COc1ccc(C(C(=O)NCC2CCCO2)N(Cc2ccccc2)C(=O)CNC(=O)c2ccco2)cc1OC (stereo unspecified) | -14% | -3% | 2%[0.0935 µM]
82 | Cc1cc2ccccc2cc1CN1CCCCC1 | -22% | -8% | 4%
83 | COc1ccc2sc(-c3ccc(S(C)(=O)=O)cc3)c(-c3ccc4c(c3)OCCO4)c2c1 | ? | -14% | 2%
84 | COc1ccc(CCN=C(N)NS(=O)(=O)c2ccc(C)c(C)c2)cc1 | -25% | -4% | -3%
85 | Cc1cc2nc3c(c(C(F)(F)F)n2n1)CCCC3 | -2% | -1% | -1%
